Myeloid diff 2: compounds promoting myeloid differentiation; ER-HoxA9 myeloid progenitors, lysozyme-GFP differentiation, flow cytometry; calls only at 10 µM; hit rate 1% among 360,000;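 active = normalized GFP-positive differentiation at or above the plate's own cutoff, the solvent-only control mean plus 3 SD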;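 also: cells exposed to compound for four days before flow analysis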
Myeloid diff 2 GFP+ MAC1+ %: second read-out of Myeloid diff 2, no call of its own (marks repeat the call); GFP+ MAC1+ double positive, %; measured here: differentiation confirmed by MAC1 staining
The depositor's hits bear a star; i = inactive. Not all compounds are listed (hit frequency here may not be typical).

Each structure is followed by: Myeloid diff 2	Myeloid diff 2 GFP+ MAC1+ %
CCCCNC(=O)C1(C)CCCCN1C(=O)c1csnn1 (stereo unspecified)
→ i	1.3
CN(C)c1ccc(CNC(=O)C2(C)Cc3c(-c4ccccc4)ccnc3O2)cc1 (stereo unspecified)
→ i	0.3
CC(=O)Nc1ccc(S(=O)(=O)NN=c2sc3ccccc3n2C)cc1N
→ i	1.5
COc1cccc(CN2CCC2(C)C(=O)Nc2ccc(C)c(O)c2)c1F (stereo unspecified)
→ i	1.7
CCc1cc(-c2cnnn2Cc2ccccc2)ccc1-c1cn(CC(C)C)nn1
→ i	1.2
O=C(Nc1cccc(Cl)c1)c1nc[nH]c1C(=O)Nc1ccccc1F
→ i	1.3
CCCCc1ccc(S(=O)(=O)NC(=O)C2(C)CCN2C(=O)c2ccccc2)cc1 (stereo unspecified)
→ i	0.8
Cn1cnc(S(=O)(=O)N2CCCCC2c2cc(C(=O)Nc3ccc(F)c(Cl)c3)no2)c1 (stereo unspecified)
→ i	0.7
O=C(CSc1nnc(CNC(=O)c2c(F)cccc2F)o1)c1ccc(Cl)cc1
→ i	0.1
COc1ccc(Cl)cc1-c1cc(C(=O)Nc2ccc(F)cc2)[nH]n1
→ i	1.0
CCCNC(=O)c1cc(C2CCCCN2C(=O)c2cc(OC)c(C)c(OC)c2)on1 (stereo unspecified)
→ i	0.6
Cc1cn([C@H]2C[C@H](O)[C@@H](CNCc3ccc(N4CCN(C)CC4)cc3F)O2)c(=O)[nH]c1=O
→ i	0.5
O=S1(=O)CC(N2CCCCC2)CN1Cc1cn(Cc2ccc(C(F)(F)F)cc2)nn1 (stereo unspecified)
→ i	0.8
NC(=O)c1c(N)[nH]c(C(=O)c2ccccc2)c1-c1ccccc1Br
→ i	0.1
COc1ccccc1CNc1nc(Nc2ccccc2Cl)c2sccc2n1
→ i	0.7
CC(C)NC(=O)c1cc(C2CCCCN2C(=O)c2cc(C(C)(C)C)nn2C)on1 (stereo unspecified)
→ i	2.0
C[C@@H]1CN([C@@H](C)CO)C(=O)CCCn2cc(nn2)CO[C@H]1CN(C)S(=O)(=O)c1cccc(C#N)c1
→ i	0.5
COc1cccc(C(N)c2nc(-c3csc4ccccc34)cs2)c1 (stereo unspecified)
→ i	3.0
C=CCN(Cc1ccc(Br)s1)C(=O)c1ccc(OCc2c(C)noc2C)cc1
→ i	1.4
CC1(C(=O)Nc2nccs2)CCN1C(=O)C1(c2ccccc2)CC1 (stereo unspecified)
→ i	1.2

A stretch of the results above, as a working copy:
Each structure is followed by: Myeloid diff 2	Myeloid diff 2 GFP+ MAC1+ %
CCCCNC(=O)C1(C)CCCCN1C(=O)c1csnn1 (stereo unspecified)
→ i	1.3
CN(C)c1ccc(CNC(=O)C2(C)Cc3c(-c4ccccc4)ccnc3O2)cc1 (stereo unspecified)
→ i	0.3
CC(=O)Nc1ccc(S(=O)(=O)NN=c2sc3ccccc3n2C)cc1N
→ i	1.5
COc1cccc(CN2CCC2(C)C(=O)Nc2ccc(C)c(O)c2)c1F (stereo unspecified)
→ i	1.7

Next part
Each structure is followed by: Myeloid diff 2	Myeloid diff 2 GFP+ MAC1+ %
CCCNC(=O)c1cc(C2CCCN(C(=O)c3ccc4c(c3)CCO4)C2)on1 (stereo unspecified)
→ i	1.2
COCCNc1nc(NCc2cccs2)nc2ccsc12
→ i	0.4
Cc1cscc1-c1ccc(C(=O)Nc2c(C)cccc2C)o1
→ i	1.3
O=C1CCCC[C@@H](CO)[C@H](O)C[C@H](c2ccccc2)O1
→ i	1.9
O=C(CCCN1CCN(c2ccccc2)CC1)c1ccc(F)cc1
→ i	0.7
N#Cc1ccc(-c2nc3ccc(Br)cn3c2Cc2ccsc2)cc1
→ i	0.5
COc1ccccc1CNc1nc(NC(C)C)nc2ccsc12
→ i	1.2
O=S1(=O)CC(N2CCCCC2)CN1Cc1cn(Cc2ccccc2)nn1 (stereo unspecified)
→ i	0.6
Cc1ccccc1Cn1c(C)c(C(=O)NCC(C)C)sc1=O
→ i	0.2
C[C@H](CO)N1C[C@H](C)[C@H](CN(C)S(=O)(=O)c2cccc(F)c2)Oc2ncc(-c3cccc(C(=O)N(C)C)c3)cc2C1=O
→ i	0.8
COCCNC(=O)C(=O)NCC1CCCN1S(=O)(=O)c1cccs1 (stereo unspecified)
→ i	0.6
CC(=O)Nc1ccc(Nc2nccc(C)n2)cc1
→ i	0.4
COC(=O)C[C@H]1CC[C@@H](NS(=O)(=O)c2ccccc2)[C@@H](CO)O1
→ i	1.8
CCc1nc2ccc(C(=O)NCCOc3ccc(OC)cc3)cn2c1N(C=O)Cc1ccc(OC)cc1
→ i	1.5
Cc1ccc(S(=O)(=O)CCC(=O)OCC(=O)NCc2ccc(F)cc2)cc1
→ i	0.5
COc1cccc(NC(=O)Nc2nnc([C@@H]3C[C@H](O)[C@@H](CO)O3)s2)c1
→ i	0.6
CC1(C(=O)Nc2ccc(F)cc2F)CCN1C(=O)Cc1ccccc1 (stereo unspecified)
→ i	0.3
O=C(Nc1ccccc1)c1nc[nH]c1C(=O)Nc1ccccc1F
→ i	0.8
COc1ccc([C@H]2C[C@@H](O)C[C@@H](CCn3cc(-c4ccccc4)nn3)O2)cc1
→ i	1.4
C[C@H]1CN([C@@H](C)CO)C(=O)CCCn2cc(nn2)CO[C@@H]1CN(C)C(=O)OCc1ccccc1
→ i	1.1
CCN(C(=O)c1c([N+](=O)[O-])cnn1C)c1ccccc1
→ i	0.6
Cc1cccc(NC(=O)c2nc[nH]c2C(=O)Nc2cc(Br)ccc2F)c1
→ i	1.1
CCNC(=O)C1(C)CCN(Cc2cccc(Oc3ccccc3)c2)C1 (stereo unspecified)
→ i	0.7
C[C@H]1CN([C@@H](C)CO)C(=O)CCCn2nncc2CO[C@H]1CN(C)C(=O)c1ccncc1
→ i	0.4
CCOC(=O)N(C)c1c(CC)nc2c(OCc3ccccc3OC)cccn12
→ i	0.4
CC(=O)Nc1cc(-c2ccccc2N(C)C)cn2c(-c3ccc(F)c(Cl)c3)cnc12
→ i	1.0
COCCN1C(=O)CSCC1(C)C(=O)Nc1ccc2c(c1)OCCO2 (stereo unspecified)
→ i	1.5
CCN(CC)c1ccc(C(=O)NNC(=O)Cn2c(=O)cnc3ccccc32)cc1
→ i	1.1
Cc1ccc(-c2ccccc2C2=CC(=O)CC(C)(C)C2=O)cc1
→ i	1.9
CNC[C@@H]1OCc2ccccc2-c2ccccc2C(=O)N([C@H](C)CO)C[C@@H]1C
→ i	1.9
COc1cccc(Nc2nc(C(N)c3ccccc3Cl)cs2)n1 (stereo unspecified)
→ i	2.2
Cc1cnc(C)c(Nc2nc(C(N)Cc3ccc(Cl)cc3)cs2)n1 (stereo unspecified)
→ i	1.3
CC1(O)C(c2ccccc2)=Nc2ccccc21 (stereo unspecified)
→ i	0.9
CC(C)NC(=O)C1(C)CCN1C(=O)c1ccc2c(c1)OCO2 (stereo unspecified)
→ i	1.5
Nc1nc2ncccn2c1-c1ccc(F)cc1
→ i	1.6
COc1cccc(OC)c1NC(=O)c1ccc(-c2cc(Cl)ccc2Cl)o1
→ i	0.8
C[C@H]1CN([C@@H](C)CO)C(=O)c2cc(Br)cnc2O[C@H]1CN(C)C(=O)C1CCC1
→ i	2.0
COc1ccc(OC)c(NC(=O)c2cc(-c3cc(F)ccc3OCC3CCCO3)n[nH]2)c1 (stereo unspecified)
→ i	0.9
C(=C\c1ccccc1)/CN1CCN(C(c2cc3ccccc3o2)c2nnnn2C2CCCCC2)CC1 (stereo unspecified)
→ i	1.6
CC1(c2nc3ccccc3[nH]2)CCC(=O)N1Cc1ccccn1 (stereo unspecified)
→ i	0.9
N#Cc1cccc(NC(=O)c2cc(C3CCCCN3C(=O)CCCc3ccccc3)on2)c1 (stereo unspecified)
→ i	1.0
CCOC1=C2[C@H](c3ccc(Cl)cc3)N(S(=O)(=O)c3ccc(C)cc3)C[C@H]2n2c(=O)n(-c3ccccc3)c(=O)n2C1
→ i	1.4
CC(C)(C)N1CC(C(=O)Nc2ccc(C(N)=O)cc2)CC1=O (stereo unspecified)
→ i	0.4
Cc1ccc(-c2cnc(C(O)c3ccc(C)cc3)[nH]2)cc1 (stereo unspecified)
→ i	0.3
CN1OC[C@@H]2CN(Cc3cc(Cl)cc(Cl)c3)[C@H](c3cccc(-c4ccc(C#N)cc4)c3)C[C@@H]21
→ i	0.8
CNc1nc(NCCCN2CCCC2=O)c2sccc2n1
→ i	0.2
Cc1ccc(S(=O)(=O)N2C[C@H]3n4c(=O)ccc(=O)n4C[C@H](OC(=O)NC4CCCC4)[C@@]3(O)C2)cc1
→ i	0.2
CCc1nc2ccc(C(=O)Nc3cccc(NS(C)(=O)=O)c3)cn2c1N(CC)CCOC
→ i	1.0
CN(C)c1ncnc2c1ncn2[C@H]1CN(CCN2CCOCC2)C[C@@H](CO)O1
→ i	1.1
Cc1cc(C)n2c(NC3CCCCC3)c(-c3ccccn3)nc2n1
→ i	0.7
Cc1cccc(C)c1NC(=O)C1C(c2ccc3c(c2)OCO3)=Nc2ccccc2N1C(=O)c1cccc(C(F)(F)F)c1 (stereo unspecified)
→ i	3.3
Cc1cc2nc(-c3cccc(Cl)c3)c(CC3CCCCC3)n2c(C)c1Br
→ i	0.5
O=C(/C=C/[C@H]1O[C@@H](n2ccc(=O)[nH]c2=O)[C@H](O)[C@@H]1O)NCc1ccccc1
→ i	2.1
CC(C)C[C@H]1CN(CCCC[C@@H]2CNC(=O)C(=O)N2Cc2ccccc2)C(=O)C(=O)N1CCc1ccc(O)cc1
→ i	0.4
COc1ccc(C(=O)CSc2nc3nn(-c4ccccc4)c(=O)c-3c3n2CCCCC3)c(OC)c1
→ i	0.8
CC(=O)N1Cc2cc(C(=O)NCC(F)(F)F)nc(-c3cccc(-c4cccnc4)c3)c2[C@@H]1CCO
→ i	0.5
O=C(NC1CCCCC1)C1c2ccccc2OCC(=O)N1Cc1ccco1 (stereo unspecified)
→ i	0.1
COc1cccc(-c2cc(C(=O)Nc3ccccc3)c3ccccc3n2)c1
→ i	1.6
CC1=C(C(=O)N2CCCCCC2)CC(CC(=O)NCc2ccco2)C(=O)N1Cc1ccccc1 (stereo unspecified)
→ i	1.5
C[C@@H]1CCCCO[C@H](CN(C)C(=O)Nc2ccc(C(F)(F)F)cc2)[C@@H](C)CN([C@H](C)CO)C(=O)c2cc(NC(=O)Nc3ccc4c(c3)OCO4)ccc2O1
→ i	1.0

Continuation.
Each structure is followed by: Myeloid diff 2	Myeloid diff 2 GFP+ MAC1+ %
CCCc1c(-c2ccc(F)cc2F)ncn1Cc1cccc(-c2ccccc2)c1
→ i	3.0
O=c1[nH][nH]c2c1C(c1ccc(F)cc1)OC(CCc1ccccc1)C2 (stereo unspecified)
→ i	0.7
CCc1nc2c(OCC(=O)C(C)(C)C)cccn2c1N(C)C(=O)C(C)C
→ i	0.7
CN(C)CCCOc1ccc(-c2ccc3nccn3c2)cn1
→ i	0.4
CCc1nc2c(OCc3ccc(F)c(F)c3)cccn2c1N(C)C(=O)c1ccncc1
→ i	0.6
COc1ccccc1C(=O)NCC[N+](C)(C)C
→ i	0.8
O=C(/C=C/[C@H]1O[C@@H](n2ccc(=O)[nH]c2=O)[C@H](O)[C@@H]1O)N1CCN(Cc2ccc(F)cc2)CC1
→ i	3.3
CCN(CC)C(=O)C1=C(C)N(Cc2ccc(OC)cc2)C(=O)C(CC(=O)NCCc2ccccn2)C1 (stereo unspecified)
→ i	1.3
C[C@@H]1CN([C@@H](C)CO)C(=O)c2cc(NS(C)(=O)=O)ccc2O[C@@H](C)CCCCO[C@H]1CN(C)C(=O)Nc1ccc2c(c1)OCO2
→ i	0.7
COc1ccc(NC(=O)c2cc(-c3cc(F)ccc3OC)n[nH]2)cn1
→ i	1.3
CC1=C(C(=O)N2CCOCC2)CC(CC(=O)NC2CCCC2)C(=O)N1Cc1ccccc1 (stereo unspecified)
→ i	0.3
O=C(NCc1ccccc1Cl)c1ccc2sc([C@H]3C[C@H](O)[C@@H](CO)O3)nc2c1
→ i	0.2
CSCCC(C(=O)Nc1c(C)cccc1C)N1CCN(c2ccc(C(F)(F)F)cn2)CC1 (stereo unspecified)
→ i	1.0
O=c1oc(-c2ccccc2)cc2ccccc12
→ i	1.6
COc1ccc(CCCNC(=O)C2(C)Cc3c(-c4cccc(C(N)=O)c4)ccnc3O2)cc1 (stereo unspecified)
→ i	0.9
CCNC(=O)C1(C)CCN1CCC(=O)c1ccc(C)cc1 (stereo unspecified)
→ i	2.0
COc1ccc(NC(=O)C[C@H]2C(=O)N(Cc3cccnc3)C[C@@H]2Cc2ccccc2)cc1
→ i	0.7
CC1(c2nnnn2-c2ccc3c(c2)OCCO3)CCC(=O)N1Cc1cccnc1 (stereo unspecified)
→ i	0.6
COc1ccc(S(=O)(=O)N(C)[C@H]2C[C@H]3c4cc(-c5ccccc5)ccc4CCN3C(=O)[C@H]2[C@H](C)O)cc1
→ i	2.8
CC1(Oc2ccc(Cl)cc2)CCN(Cc2cccn2-c2nccs2)C1 (stereo unspecified)
→ i	1.0
COc1cccc(-c2cnc(C(O)c3cc(C)ccc3C)[nH]2)c1 (stereo unspecified)
→ i	0.2
COCOc1ccc(-c2ncc(OCCN3CCCC3=O)nc2NC(=O)c2cc3ccccc3s2)cc1
→ i	0.7
Cc1ccc2nc(-c3ccccc3)c(Cc3cccc(Cl)c3)n2c1
→ i	0.6
COc1ccc(NC(=O)N[C@H]2CC[C@@H](CC(=O)NC3CCC3)O[C@@H]2CO)cc1
→ i	0.9
Cc1ccc2nc3n(c(=O)c2c1)-c1ncccc1C(=O)NC3Cc1ccc(O)cc1 (stereo unspecified)
→ i	0.5

In the list so far, these have two or more sulfur atoms.
Each structure is followed by: Myeloid diff 2	Myeloid diff 2 GFP+ MAC1+ %
CC(=O)Nc1ccc(S(=O)(=O)NN=c2sc3ccccc3n2C)cc1N
→ i	1.5
COc1cccc(C(N)c2nc(-c3csc4ccccc34)cs2)c1 (stereo unspecified)
→ i	3.0
COCCNc1nc(NCc2cccs2)nc2ccsc12
→ i	0.4
COCCNC(=O)C(=O)NCC1CCCN1S(=O)(=O)c1cccs1 (stereo unspecified)
→ i	0.6
